RAD54 branch: RAD54 (human) branch migration inhibition; Q92698; RAD54 Holliday junction branch migration, FAM/BHQ fluorescence; inhibition, % at 10.4 µM; 360,000 compounds, 0.14% hits; AID 602329;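 active = mean normalized replicate activity at least 40 and at least half of replicates scoring 40 or more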;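 also: 0% = median of neutral control wells and 100% = median of positive control wells; inhibitors cause a drop in the FAM fluorescence signal; in these data hits start at about 50%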
esBAF inh: blocks esBAF chromatin remodeling in mouse ES cells. Bmi1-luciferase knock-in reporter, 24 h; 100% = twice the neutral-well signal. AID 602393. reporter increase, % at 12.5 µM. 350,000 compounds, 2% hits; in the data active = activation above about 40%;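 also: 0% = median of the plate's neutral control wells and 100% = double that signal; a rise in the Bmi1 reporter signal indicates esBAF inhibition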
RAD52 anneal inh: RAD52 (human) annealing inhibition; inhibition, % at 18.7 µM; 360,000 compounds, 0.46% hits; AID 651710; recombinant RAD52 DNA annealing, FRET fluorescence; P43351;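 active = every replicate showing at least 50% inhibition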
ARNT-TACC3 inh: ARNT/TACC3 interaction disruption | 390,000 compounds, 0.66% hits | inhibition, % at 9.99 µM | AID 623870 | Q9Y6A5 | AlphaScreen His-ARNT PAS-B/GST-TACC3 binding, luminescence; TACC3 fragment carries E629A point mutation;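 active = mean inhibition of replicates at least 50% and at least half of replicates each reaching 50%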;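 also: 0% = complete ARNT plus TACC3 wells and 100% = ARNT alone without TACC3; many hits fall short of the cut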
F508del corr: correctors of CFTR F508del function in bronchial epithelial cells; CFBE cells, YFP halide quenching; stimulated with forskolin plus potentiator P3; % fluorescence drop versus neutral controls; activity (quench increase), % at 7.58 µM; 350,000 compounds, 0.36% hits; AID 720511;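 active = mean added fluorescence quench of at least 8% versus neutral control, with both replicates also reaching 8%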;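 also: cells transiently co-express mutant CFTR-F508del with the halide-sensitive YFP; corrector assay measuring rescue of mutant channel to the surface after 24 h compound exposure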
XiGFP reactiv: activators of X-chromosome reactivation in mouse fibroblasts; activation, % at 7.58 µM; 360,000 compounds, 0.055% hits; AID 743238; XiGFP mouse fibroblasts, % GFP-positive cells imaging, 3 d; cells co-treated with 5-aza-dC sensitizer; scaled so ellipticine positive control = 100%;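 active = mean normalized replicate activation at least 10% and every replicate at or above 10%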;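 also: 0% = median of on-plate neutral control wells and 100% = ellipticine 6 µM median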
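Assay system: SV40-immortalized XiGFP fibroblast cells, line 68-5-11; buffer or medium: DMEM plus 5-aza-dC sensitizer; compound: one concentration, pinned; timing: compounds 3 days, fix/stain 15 min at room temperature; benchmarks: positive control ellipticine, 6 µM final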
INS-1E GSIS act: primary screen for activators of insulin secretion dependent on glucose, INS-1E cells, GLuc reporter luminescence. 370,000 compounds, 0.61% hits. activation, % at 16.6 µM. INS-1E GLuc reporter insulin secretion, 2-3 h;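 active = lowest replicate activation of at least 40%, so every replicate reaches that level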;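 also: 0% = median of neutral control wells and 100% = median of IBMX positive control wells; some compounds called inactive have numbers as strong as hits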
ERAP1 HTS inh: blocks human ERAP1 aminopeptidase activity | Q9NZ08 | recombinant ERAP1, Leu-AMC fluorescence, 60 min | inhibition, % at 10.7 µM | 340,000 compounds, 0.15% hits | AID 652197;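 active = mean replicate inhibition of at least 30%, or all replicates individually reaching that 30% level; inactive = mean below 30% and not every replicate reaching it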;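 also: 0% = neutral control wells and 100% = L-leucinethiol positive control wells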
Target sequence (Q9NZ08 whole entry, looked up): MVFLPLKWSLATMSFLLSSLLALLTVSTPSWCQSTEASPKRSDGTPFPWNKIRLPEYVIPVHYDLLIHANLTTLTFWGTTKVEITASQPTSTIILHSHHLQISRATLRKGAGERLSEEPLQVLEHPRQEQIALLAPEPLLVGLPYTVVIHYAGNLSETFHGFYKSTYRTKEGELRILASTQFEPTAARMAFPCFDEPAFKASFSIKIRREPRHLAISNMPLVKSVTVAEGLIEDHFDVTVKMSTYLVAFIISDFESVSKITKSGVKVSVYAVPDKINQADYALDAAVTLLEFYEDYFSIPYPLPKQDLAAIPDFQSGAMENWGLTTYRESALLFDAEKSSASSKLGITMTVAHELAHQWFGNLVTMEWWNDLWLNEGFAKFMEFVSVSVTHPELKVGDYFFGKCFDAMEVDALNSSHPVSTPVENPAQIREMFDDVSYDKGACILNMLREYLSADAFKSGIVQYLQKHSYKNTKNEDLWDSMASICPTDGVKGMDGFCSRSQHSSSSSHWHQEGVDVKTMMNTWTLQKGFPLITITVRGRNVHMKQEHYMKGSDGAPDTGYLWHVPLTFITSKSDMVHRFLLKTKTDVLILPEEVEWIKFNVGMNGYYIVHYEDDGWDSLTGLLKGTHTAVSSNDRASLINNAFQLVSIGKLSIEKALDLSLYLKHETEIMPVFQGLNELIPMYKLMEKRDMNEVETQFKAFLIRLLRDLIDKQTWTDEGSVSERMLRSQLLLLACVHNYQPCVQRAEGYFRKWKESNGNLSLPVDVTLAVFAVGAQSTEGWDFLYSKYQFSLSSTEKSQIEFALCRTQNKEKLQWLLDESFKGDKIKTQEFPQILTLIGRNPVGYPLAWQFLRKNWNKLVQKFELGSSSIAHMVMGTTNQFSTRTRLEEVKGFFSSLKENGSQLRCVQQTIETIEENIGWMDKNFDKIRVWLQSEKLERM
An asterisk follows results filed as active; . = no result given; & = joins results of further samples.

SMILES	RAD54 branch	esBAF inh	RAD52 anneal inh	ARNT-TACC3 inh	F508del corr	XiGFP reactiv	INS-1E GSIS act	ERAP1 HTS inh
NS(=O)(=O)c1cc(C(=O)Nc2ccc3c(c2)OCCCO3)ccc1Cl	-4	33	-1	-2	3.9	0.0	6	0
NC(=O)c1ccccc1N(Cc1ccccc1)S(=O)(=O)c1ccccc1	.	.	-3	-3	-0.8	0.0	12	-4
O=C(NCc1ccncc1)C(=O)NCC1OCCN1S(=O)(=O)c1ccc(F)cc1 (stereo not given)	12	-4	-10	-3	1.4	0.2	2	-4
COc1ccc(NC(=O)CS(=O)(=O)c2ccc(F)cc2)cc1	3	-1	-4	-6	2.9	0.0	-2	0
CC1(OC(=O)CCc2ccccc2)C(=O)C=C2C=C(c3ccc(C#N)cc3)N(CCc3c[nH]c4ccccc34)C=C2C1=O (stereo not given)	4	-1	1	-5	3.0	0.0	.	-4
COc1cc(OC)cc(C(=O)Nc2nc(CC(=O)NCCc3ccccc3)cs2)c1	.	.	-13	-1	4.3	0.0	-36	2
COC(=O)c1sc(S(=O)(=O)Nc2ccc(C)c(C)c2)c(C(=O)OC)c1C	.	.	-5	.	-0.9	0.1	-15	1
COc1ccc(CC(=O)Oc2cc(C)[nH]c(=O)c2[N+](=O)[O-])cc1	-9	.	.	-7	.	0.1	-2	.
CSc1nnc(NC(=O)c2ccco2)s1	-5	13	-4	-5	0.0	0.2	10	-2
COc1cc(C(=O)N=c2sccn2C)c([N+](=O)[O-])cc1OC	4	-8	-13	-8	1.0	0.0	25	45*
CNC(=O)C[C@H]1CC[C@@H]2[C@H](COc3ccc(NC(=O)Nc4cc(C)cc(C)c4)cc3C(=O)N2C)O1	11	-1	-1	-7	3.5	0.8	3	0
COc1ccc(S(=O)(=O)N2CCN(c3ccc(C)cc3C)CC2)cc1OC	-2	4	-11	.	-2.7	0.2	-38	0
COc1ccc(NC(=O)C2CCCN2c2nn3c(=O)cc(C)nc3s2)cc1 (stereo not given)	7	1	5	-1	-0.1	-0.3	13	2
O=C(COC(=O)c1cc([N+](=O)[O-])ccc1NCCO)NCc1cccs1	7	-1	-13	-1	-2.2	0.0	5	.
O=S(=O)(NC(=NC1CCCCC1)c1ccccc1)c1ccccc1	6	6	-6	2	-1.1	-0.1	25	-4
Cc1nc(Cl)c2c(n1)NC(=O)CO2	-7	.	-5	.	2.4	-0.1	-1	.
CCN1CCN(Cc2ccc(NC(=O)c3cc(NC(=O)C(=O)c4c[nH]c5ccccc45)cc(OC)c3)cc2C(F)(F)F)CC1	-8&-2	-5&-4	-11	-10	-3.6	-0.1	3	8
C[C@H](CO)N1C[C@H](C)[C@@H](CN(C)C)Oc2ccc(NC(=O)C3CCCCC3)cc2CC1=O	0	-3	-7	-6	0.9	0.1	0	-2
O=C(NC[C@H]1N[C@H](CO)[C@@H]1c1ccc(C2=CCCC2)cc1)C1CCCCC1	.	.	7	.	-1.3	-0.1	9	0
Cn1c(N)c(C(=O)CCl)c(=O)n(Cc2ccccc2)c1=O	-3	-4	-4	-1	-1.0	0.0	3	1
Cc1cc(C)c(S(=O)(=O)N2CCCC(C(=O)N3CCCC3)C2)c(C)c1 (stereo not given)	-11	.	-15	0	0.3	0.2	11	-1
Cc1ccc(S(=O)(=O)N2CC(O)CC2C(=O)OCC(=O)Nc2ccc([N+](=O)[O-])cc2C(F)(F)F)cc1C (stereo not given)	-10	-3	1	3	0.6	0.5	-12	1
O=C(NCCc1ccccc1)c1ccc(-c2cccnc2)c2ccoc12	3	44*	-5	.	-2.1	-0.1	5	2
CC(=O)Nc1ccccc1OCc1cnc(Cl)s1	6	-5	-11	-5	-1.7	0.5	6	-2
CCOc1ccc(C(=O)NC(C)CCc2ccccc2)cc1 (stereo not given)	6	9	8	-10	2.4	0.0	.	-2

More compounds follow:
SMILES	RAD54 branch	esBAF inh	RAD52 anneal inh	ARNT-TACC3 inh	F508del corr	XiGFP reactiv	INS-1E GSIS act	ERAP1 HTS inh
CCC(=O)N(C)C[C@@H]1Oc2cc(Br)ccc2S(=O)(=O)N([C@@H](C)CO)C[C@@H]1C	-10&-2&-8	-1&2&4	-9&2&-7	1&-2	0.8&-1.2&1.9	0.6&0.4	-12&-3	-3&0&2
Cc1ccc(S(=O)(=O)NCC2CCC(C(=O)NCCCN3CCCC3=O)CC2)cc1 (stereo not given)	-13	0	-10	-6	2.2	0.2	-15	-5
CN(Cc1cccc(Cl)c1Cl)C(=O)CCNC(=O)c1ccco1	1	.	6	10	-2.1	0.0	.	-4
CCOc1ccc(C2CC(=O)NC3=C2C(=O)CCC3)cc1Cl (stereo not given)	11	-9	.	-7	.	.	29	.
CSCCC(NC(=O)c1ccc(Cl)cc1Cl)C(=O)N1CC(C)OC(C)C1 (stereo not given)	-3	-6	-6	2	-5.2	0.1	19	1
C=CCNS(=O)(=O)NC(=O)C1=C(N2CCCC2)COC1=O	-13	0	-11	-2	-2.3	-0.1	0	-4
COc1cccc2cc(C(N)=O)oc12	.	.	-12	0	0.6	0.6	5	0
CCOC(=O)C1CCCN(C(=O)c2cccc(S(=O)(=O)N3CCCC3)c2)C1 (stereo not given)	-11	-2	-5	2	-3.4	-0.1	9	1
C/C=C/c1ccc2c(c1)O[C@@H](CN(C)C(=O)Nc1ccc(C(F)(F)F)cc1)[C@H](C)CN([C@@H](C)CO)S2(=O)=O	4	-2	9	17	4.1	-0.5	-31	0
O=C(C[C@@H]1CC[C@H]2[C@@H](COC[C@@H](O)CN2C(=O)Nc2ccc(C(F)(F)F)cc2)O1)NCC1CCCCC1	-3	4	8	1	3.2	0.0	-40	2
O=C(NCc1cccc(F)c1)c1cccc2c1C(=O)c1ccc(N3CCCC3)cc1S2(=O)=O	-22	11	-249	.	.	.	12	-3
C[C@H]1CN([C@@H](C)CO)C(=O)c2cc(NS(=O)(=O)c3ccccc3)ccc2O[C@H]1CN(C)Cc1ccc(Cl)c(Cl)c1	-8	3	-22	-1	-0.8	0.2	-17	-1
CCCC#Cc1ccc([C@@H]2[C@@H](C#N)N(C(=O)C3CCCCC3)[C@H]2CO)cc1	11	0	-64	-23	-3.3	0.0	-15	0
COCCNC(=O)C(c1ccccc1F)N(C(=O)C(=O)NC1CCCC1)C1CCCCC1 (stereo not given)	.	.	-14	2	1.1	0.4	13	2
COc1ccc(S(=O)(=O)N[C@H]2CC[C@H](CC(=O)NCc3ccccc3F)O[C@@H]2CO)cc1	-10	-3	2	-12	1.5	0.7	5	-1
CC1CCc2sc(C(=O)NNC(=S)NC3CC3)cc2C1 (stereo not given)	21	9	-11	-6	-0.4	0.0	19	1
O=C(NCCc1cccs1)C1CC(c2ccccc2F)=NO1 (stereo not given)	0	14	.	-4	-1.0	0.1	-8	.
Cc1cccc(N(CC(=O)NC(C)(C)C)C(=O)CNC(=O)c2cccs2)c1	.	.	3	-8	-1.2	0.1	9	-2
CO[C@@H](CN(C)C(=O)Nc1ccc(Cl)cc1)[C@@H](C)CN(Cc1ccccc1Cl)[C@@H](C)CO	-4	-6	7	6	2.8	0.0	-16	-1
COc1cc2c(cc1OC)C(c1ccc(O)cc1)NCC2 (stereo not given)	-2	6	-16	-4	1.8	-0.1	-8	-2
O=C(CN1CCN(c2nc(-c3ccccc3)cs2)CC1)NCc1ccc2c(c1)OCO2	6	-1	.	8	.	.	-27	.
O=C(/C=C/c1ccc([N+](=O)[O-])cc1)N(c1ccccn1)C1CCCCC1	.	.	-2	4	0.8	-0.1	6	4
C[C@H](C(=O)CC(=O)OC(C)(C)C)[C@H](O)c1ccccc1	1	8	-9	0	-2.1	0.0	1	2
CCOc1ccc(C(=O)CCC(=O)Nc2ncccc2O)cc1	.	40	-51	16	-0.8	0.3	1	11
C[C@H](NS(=O)(=O)c1ccccc1)C(=O)OCC(=O)NC(=O)Nc1ccc2c(c1)OCCO2	-1	.	-9	4	0.2	0.1	-24	-1

6 structures out of the list, ordered by heavy-atom count, high to low.
SMILES	RAD54 branch	esBAF inh	RAD52 anneal inh	ARNT-TACC3 inh	F508del corr	XiGFP reactiv	INS-1E GSIS act	ERAP1 HTS inh
COCCNC(=O)C(c1ccccc1F)N(C(=O)C(=O)NC1CCCC1)C1CCCCC1 (stereo not given)	.	.	-14	2	1.1	0.4	13	2
Cc1ccc(S(=O)(=O)NCC2CCC(C(=O)NCCCN3CCCC3=O)CC2)cc1 (stereo not given)	-13	0	-10	-6	2.2	0.2	-15	-5
CCCC#Cc1ccc([C@@H]2[C@@H](C#N)N(C(=O)C3CCCCC3)[C@H]2CO)cc1	11	0	-64	-23	-3.3	0.0	-15	0
CN(Cc1cccc(Cl)c1Cl)C(=O)CCNC(=O)c1ccco1	1	.	6	10	-2.1	0.0	.	-4
O=C(NCCc1cccs1)C1CC(c2ccccc2F)=NO1 (stereo not given)	0	14	.	-4	-1.0	0.1	-8	.
C=CCNS(=O)(=O)NC(=O)C1=C(N2CCCC2)COC1=O	-13	0	-11	-2	-2.3	-0.1	0	-4

Back to the main list, starting 2 compounds before the break.
SMILES	RAD54 branch	esBAF inh	RAD52 anneal inh	ARNT-TACC3 inh	F508del corr	XiGFP reactiv	INS-1E GSIS act	ERAP1 HTS inh
CCOc1ccc(C(=O)CCC(=O)Nc2ncccc2O)cc1	.	40	-51	16	-0.8	0.3	1	11
C[C@H](NS(=O)(=O)c1ccccc1)C(=O)OCC(=O)NC(=O)Nc1ccc2c(c1)OCCO2	-1	.	-9	4	0.2	0.1	-24	-1
C[C@@H]1CN([C@H](C)CO)C(=O)c2cc(N(C)C)ccc2O[C@@H](C)CCCCO[C@@H]1CN(C)C(=O)Nc1ccc(F)cc1	-2	-3	33	4	-2.2	-1.1	1	1
COCCNC(=S)N/N=C(\C)c1cc2ccccc2o1	-3	.	-10	3	.	0.0	-6	0
COc1ccc(NC(=O)C2CC(=O)N/C(=N/N=C/c3ccco3)S2)cc1 (stereo not given)	7	.	-11	.	-0.3	0.2	-2	.
Cc1ccc(C)c(C(O)c2ncc(-c3cccc(F)c3)[nH]2)c1 (stereo not given)	-26	-3	-11	.	-3.9	0.0	-15	3
CN(C)c1ccc2c(c1)[C@@H]1C[C@@H](CC(=O)NCCc3ccccc3)O[C@@H](CO)[C@@H]1O2	9	-2	-52	28	0.7	0.0	-15	-1
CCc1nonc1NC(=O)c1oc2ccc(Br)cc2c1C	-2	-1	-3	-5	-3.4	0.1	4	1
CCOC(=O)c1sc(=S)n(-c2cc(F)ccc2F)c1N	-4	-6	.	5	.	.	-2	.
N#C[C@@H]1[C@@H](c2ccc(-c3ccccc3)cc2)[C@@H](CO)N1C(=O)Cc1ccccc1	6	0	-1	-23	3.2	0.0	9	3
CCOc1ccc(S(=O)(=O)NCCSCc2ccco2)cc1	-7	-3	-38	1	0.3	.	-6	0
CC(NC(=O)COC(=O)c1ccccc1SCC(=O)N1CCCC1)c1ccccc1 (stereo not given)	.	.	-12	-14	-1.8	0.0	-5	1
CCC(CC)C(=O)NCCc1cc2cc(C)c(C)cc2[nH]c1=O	-4	-1	3	0	-0.3	0.2	16	1
CCCCCCCCCc1conc1C(=O)/C=C/c1ccco1	.	.	-23	.	-1.8	0.3	.	-3

No enrichment for hits. About 3.3% of those tested had a hit in this group.
